Screens (PubChem BioAssay)
SRC2 inh: human SRC2 (NCOA2) inhibition; HEK293 GAL4-SRC2 luciferase reporter, luminescence; inhibition, % at 9 µM; actives 0.17% (n = 370,000); AID 651957;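 active = inhibition above the mean inhibition of all tested compounds plus 3 SD, set per campaign, cut at about 52% in these data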;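 note: 0% = DMSO treated cells and 100% = cells given Gossypol at 36 µM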
ABHD5-PLIN5 inh: inhibitors of human ABHD5-perilipin-5 interaction. inhibition, % at 4 µM. Q00G26+Q8WTS1. Split G. princeps luciferase complementation, luminescence, 4 h. AID 602281. actives 0.78% (n = 360,000);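 active = inhibition above the mean inhibition across every tested compound plus 3 SD, cut at about 22% in these data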;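 note: 0% = DMSO only wells and the 100% control is not disclosed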
MC4R ag barr: activates human MC4R beta-arrestin recruitment | P32245 | U2OS MC4R beta-arrestin complementation, luminescence; percent of melanotan II response, DMSO zero | activation, % at 8.9 µM | actives 0.98% (n = 360,000) | AID 540308;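 active = activation above a per-plate cutoff, the mean activation of sample wells on that plate plus 3 SD, cut at about 8% in these data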
Target sequence (P32245 whole entry, looked up): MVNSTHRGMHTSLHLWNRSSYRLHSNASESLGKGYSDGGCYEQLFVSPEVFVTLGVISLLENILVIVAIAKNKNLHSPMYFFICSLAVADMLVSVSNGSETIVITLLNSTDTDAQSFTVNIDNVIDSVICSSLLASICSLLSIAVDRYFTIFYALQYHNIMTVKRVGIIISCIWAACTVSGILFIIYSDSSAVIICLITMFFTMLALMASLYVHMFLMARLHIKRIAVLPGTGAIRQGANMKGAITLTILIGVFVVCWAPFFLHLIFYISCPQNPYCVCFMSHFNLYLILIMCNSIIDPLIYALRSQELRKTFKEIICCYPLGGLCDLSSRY
TLR9-MyD88 block: inhibitors of human TLR9-MyD88 binding; CHO BLA complementation TLR9-MyD88, CCF4 FRET ratio; inhibition, % at 4.98 µM; actives 0.21% (n = 340,000);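 active = inhibition above the mean over all tested compounds plus 3 SD, cut at about 21% in these data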;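 note: 0% = DMSO only wells and 100% = clavulanate BLA inhibitor control wells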
Cardio protect: myocardial damage modulation in H9c2 cells; H9c2 cardiomyocytes, H2O2 injury protection, ATPLite, 2 h; protection from H2O2 cell death, % at 20 µM; actives 0.63% (n = 360,000); AID 588492;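 active = compounds giving at least 50% protection of heart cells from peroxide-induced death in the single-dose screen, raw or plate-pattern-corrected value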;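 note: 0% = DMSO wells with peroxide and 100% = DMSO wells without peroxide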
Glyco luc inh: N-linked glycosylation inhibition; actives 0.23% (n = 360,000); reporter increase, % at 12.5 µM; D54 ERlucT glycosylation luciferase reporter, 24 h; percent of 100 nM tunicamycin response;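 active = mean luciferase reporter signal, scaled so untreated is 0 and the glycosylation-blocking control 100, at or above a set limit in every replicate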;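 note: luciferase carries N-glycosylation sites so blocking glycosylation raises the light; 0% = median of neutral control wells and 100% = median of 100 nM tunicamycin wells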
NOD2-RIPK2 inh: inhibitors of human NOD2-RIPK2 interaction. inhibition, % at 4.98 µM. CHO BLA complementation NOD2-RIPK2, CCF4 ratio. actives 0.38% (n = 360,000); in the data active = inhibition above about 21%;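 note: 0% = vehicle only and 100% = reference blocker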
MC4R antagonist: human MC4R antagonism in cAMP assay | P32245 | MC4R-expressing cells, MTII-stimulated cAMP, LANCE TR-FRET | AID 540295 | inhibition, % at 6.5 µM | actives 0.48% (n = 360,000);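 active = inhibition above its plate's cutoff, the mean of tested wells on that plate plus 3 SD, cut at about 29% in these data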;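 note: 0% = Melanotan II alone and 100% = Melanotan II plus saturating MCL0020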
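Assay system: U2OS-MC4R stable cell line; Also added: Melanotan II; Technique: Eu-cAMP/anti-cAMP TR-FRET, emission 671 nm; Times: 30-min compound, 1-h challenge, 1-h detection, room temperature.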
ABCB6 inh 2: blocks the human ABCB6 transporter | Q9NP58 | K562-ABCB6 porphyrin accumulation, flow cytometry, 1 h; active compounds read low | fluorescence ratio to DMSO, % at 10 µM | actives 0.19% (n = 360,000);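 active = fluorescence ratio to DMSO below 75%, the collection mean minus 3 SD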;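 note: signal is porphyrin accumulated inside mitochondria; 100% equals median channel fluorescence of DMSO control wells; lower ratio means ABCB6 inhibition with less porphyrin fluorescence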
m5-HT2A agonist: mouse HTR2A agonism via beta-arrestin recruitment; actives 0.66% (n = 360,000); activation, % at 7.6 µM; P35363; CHO-K1 mHTR2A beta-arrestin complementation, luminescence; percent of 30 µM serotonin response;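 active = activation above a run cutoff, the mean activation of all tested compounds plus 3 SD, cut at about 14% in these data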;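 note: 0% = plate median of compound wells and 100% = 30 µM serotonin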
Target sequence (P35363 whole entry, looked up): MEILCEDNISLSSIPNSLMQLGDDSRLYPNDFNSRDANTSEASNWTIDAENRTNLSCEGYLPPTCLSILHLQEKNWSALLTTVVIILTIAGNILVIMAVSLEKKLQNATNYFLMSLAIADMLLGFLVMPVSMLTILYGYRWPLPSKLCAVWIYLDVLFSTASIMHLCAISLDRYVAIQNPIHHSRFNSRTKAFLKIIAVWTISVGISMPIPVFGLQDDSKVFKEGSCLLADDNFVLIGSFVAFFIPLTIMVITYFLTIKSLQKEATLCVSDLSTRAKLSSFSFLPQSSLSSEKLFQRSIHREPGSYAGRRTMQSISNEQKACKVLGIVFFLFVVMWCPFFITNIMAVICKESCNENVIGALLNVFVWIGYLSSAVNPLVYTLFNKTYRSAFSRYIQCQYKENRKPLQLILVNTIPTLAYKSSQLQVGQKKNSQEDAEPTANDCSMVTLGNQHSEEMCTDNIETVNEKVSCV
* hit, by the source's call; · = no result given.

SMILES	SRC2 inh	ABHD5-PLIN5 inh	MC4R ag barr	TLR9-MyD88 block	Cardio protect	Glyco luc inh	NOD2-RIPK2 inh	MC4R antagonist	ABCB6 inh 2	m5-HT2A agonist
C[C@H](NC(=O)C1(c2ccccc2)CCN(C(=O)[C@H]2CSCN2C(=O)OC(C)(C)C)CC1)C(=O)O	-8	-16	-1.3	5	-2	-1	3	4	100	11
CCN1C(=O)C(CC(=O)NCCc2ccccc2)N(NC(=O)c2ccc(Br)cc2)C1=S (centres undefined)	1	-2	0.6	0	4	-1	4	10	96	-9
CC1(C)CC(=O)C=C(c2cccc(O)c2)C1=O	-7	-2	0.2	5	6	1	-2	4	99	-1
Cn1cccc1/C=N/NC(=O)c1ccc(OC(F)(F)C(F)F)cc1	-20	-9	1.3	6	-9	-1	-7	5	101	-5
CC(=O)c1ccc(S(=O)(=O)Nc2ccc(-n3cnnn3)cc2)cc1	5	-1	-1.5	-7	-3	1	-3	8	97	1
Cc1nnc(NC(=O)c2ccc(-c3ccc([N+](=O)[O-])cc3)o2)s1	-6	-5	-2.5	-3	4	1	-2	0	98	1
O=C(Oc1ccc2ccccc2c1Br)N1CCCCCC1	-71	-1	1.3	-4	-20	-16	-1	3	103	1
C[C@H]1CN([C@@H](C)CO)C(=O)CCCn2nncc2CO[C@H]1CN(C)C(=O)c1ccc(N2CCN(C)CC2)cc1	-13	12	-0.5	1	-7	1	-3	7	95	8
CCOc1ccc(-c2nonc2NC(=O)c2ccco2)cc1	21	3	-3.4	-3	0	1	-3	0	91	5
CN(C)CCN1C(=O)C(=O)/C(=C(/O)c2ccc(S(=O)(=O)N3CCOCC3)cc2)C1c1ccc(F)cc1 (centres undefined)	-24	5	-2.7	-2	2	2	8	7	96	-7
CCOc1ccc2c(c1)N(C(=O)CN1C(=O)CCC1=O)C(C)(C)C=C2C	-8	4	-0.9	-4	6	1	-5	-1	98	5
COc1ccc(CC(=O)Nc2cccc(/C(C)=N/NC(=O)C3(C)CC3(Br)Br)c2)cc1 (centres undefined)	8	-7	-1.3	1	2	-4	-10	0	94	-5
CCN(CC)C(=O)COc1ccc(N(C)S(=O)(=O)c2ccc(NC(C)=O)cc2)cc1	-6	-2	-0.9	0	0	1	-9	2	92	0
Cc1nn(-c2ccccc2)c(N)c1N=Nc1ccc2ccccc2c1	-48	-5	-1.0	6	-2	-1	9	4	103	-6
Clc1cccc(Cl)c1COn1nnc2ccccc21	-56	5	-0.7	-1	-2	3	-8	7	99	0
CCc1ccccc1NC(=O)c1cc(-c2ccc(F)cc2)on1	3	-13	1.4	8	1	0	7	6	100	-2
COc1ccc(CCNc2nc(-c3sc(N)nc3C)cs2)cc1OC	5	-24	-2.2	9	16	1	0	0	110	-2
CCN(Cc1cc2cc(OC)ccc2[nH]c1=O)C(=O)c1ccncc1	-13	14	2.1	1	4	1	0	7	110	2
Cc1ccc2nc(C)cc(N3CCOCC3)c2c1	-6	-2	-0.6	-6	-1	2	8	-4	97	3
COc1ccc(Br)c(C(=O)NC(C)(C)CO)c1	-16	-5	-0.1	-8	1	1	-6	12	100	-1
CCN1CCN(C(=O)N(CC(=O)Nc2ccc(C(N)=O)cc2)S(=O)(=O)c2ccc(C)cc2)CC1	-17	8	-1.0	4	9	3	-19	-2	101	14
Cc1cc(C(=O)CSc2ncnc3ccccc23)c(C)n1C1CC1	-5	-16	0.8	8	-20	-4	4	3	92	3
N#Cc1cnn2c(-c3ccccc3)ccnc12	-9	0	-0.2	-6	5	-1	1	14	94	1
CC(=O)C(C(C)=O)C(c1ccccc1)c1nc2ccccc2[nH]c1=O (centres undefined)	-28	-4	-1.3	4	-6	2	3	19	100	2
Cc1ccc(NC(=O)Cn2c(=O)n(CCCCC(=O)NCc3ccco3)c(=O)c3ccccc32)cc1	-10	4	-0.5	6	8	-3	5	4	109	-2

Continued:
SMILES	SRC2 inh	ABHD5-PLIN5 inh	MC4R ag barr	TLR9-MyD88 block	Cardio protect	Glyco luc inh	NOD2-RIPK2 inh	MC4R antagonist	ABCB6 inh 2	m5-HT2A agonist
CCN(c1ccccc1)S(=O)(=O)c1ccc(Cl)c(NC(=O)COC(=O)c2ccc(O)cc2)c1	16	1	-1.8	3	1	2	2	3	90	-9
Cn1c(=O)c2c(nc(CN3CCC(C(N)=O)CC3)n2CCc2ccccc2)n(C)c1=O	-25	4	-0.9	5	1	4	-9	2	89	7
CC(C)C(=O)Nc1nnc(CSCc2ccccc2F)s1	7	-7	-1.6	-3	-2	-1	7	6	94	0
COc1ccccc1-c1ccc(SCc2ccccc2)nn1	-37	-6	-2.7	10	-14	0	-6	2	100	-5
CCc1ccc(S(=O)(=O)N2CCN(C(=O)C3CCN(C(C)=O)CC3)CC2)cc1	-9	0	0.4	7	1	3	-7	-3	96	9
CCn1c(COc2ccccc2C)nnc1SCC(=O)O	-27	-5	-2.2	-3	3	0	-4	9	97	3
O=C(NN=Cc1c(F)cccc1F)c1ccccc1NS(=O)(=O)c1cccs1	-21	5	-1.4	-11	1	1	-6	4	101	-4
N/C(CC(=O)Nc1ccc(F)cc1)=N\O	1	0	-3.1	4	16	4	1	0	98	2
Cn1c(N)c(C(=O)COC(=O)CCCOc2ccc(Cl)cc2Cl)c(=O)n(C)c1=O	1	1	1.2	1	-7	3	6	-1	89	4
COc1ccc(NC(C)=O)cc1NC(=O)CSc1nnc(C2CCCCC2)n1N	14	-8	-2.0	1	-2	1	7	12	104	0
CCNC(=S)Nc1cccc(NC(=O)c2ccccc2O)c1	-33	8	0.5	-2	-4	2	-13	3	101	-3
O=C(c1cccnc1)N1CCN(CCCc2ccccc2)CC1	-9	4	0.8	5	-1	-1	11	16	96	-4
C[C@H]1CN([C@@H](C)CO)C(=O)c2cccc(NS(=O)(=O)c3ccc(F)cc3)c2O[C@H]1CN(C)S(=O)(=O)c1cn(C)cn1	7	10	-2.1	4	7	3	1	1	101	-3
O=S(=O)(Nc1ccc2c3c(cccc13)CC2)c1ccc(F)cc1	14	-15	0.3	-19	-7	-2	5	12	110	10
COc1cc(C(C[N+](=O)[O-])c2c(C)cc3ccccn23)ccc1O (centres undefined)	9	19	-2.3	-4	2	9	-2	0	108	-6
CC1(C)SC2C(C(=O)O)N=C(Cc3ccccc3)N2C1C(=O)O (centres undefined)	5	-10	-0.2	-12	5	0	-24	0	94	-5
CCOC(=O)c1sc(NC(=O)CSC(=S)N2CCOCC2)nc1C	-19	1	-0.8	-1	-7	-3	5	-6	99	0
CCCCCCNC(=O)OC12CN(C(=O)OC(C)C)N(C(=O)OC(C)C)CC1(O)CN(S(=O)(=O)c1ccc(C)cc1)C2 (centres undefined)	9	5	1.8	0	-12	-6	5	-2	96	7
CC(C)(C)c1ccccc1NC(=O)CN1C(=O)NC(Cc2ccccc2)C1=O (centres undefined)	6	5	0.0	-5	-1	-1	-11	22	99	-10
CCn1cc(C(=O)NCc2ccc(OC)cc2)c(=O)c2ccc(C)nc21	-6	3	-2.4	-2	5	0	-3	5	99	-4
CC(C)(O)P(=O)(O)CCc1ccccc1	22	-6	0.9	-6	2	1	2	8	102	2
COc1ccc2cc(C3OCCO3)c(Cl)nc2c1	-76	1	-2.9	4	-8	-1	-4	11	98	-1
Fc1cccc(Cl)c1CNCc1cccnc1	16	-3	0.8	-5	-4	1	-7	1	100	0
COC(=O)CCC(=O)NNC(=O)c1cccc(Cl)c1	-6	-7	-2.7	-9	3	1	-5	11	104	1
CC(C)(C)NC(=O)CN(C(=O)c1ccc(Cl)nc1)c1cccc2ccccc12	-3	-2	0.0	-1	-6	-2	-18	16	98	3

Continuation.
SMILES	SRC2 inh	ABHD5-PLIN5 inh	MC4R ag barr	TLR9-MyD88 block	Cardio protect	Glyco luc inh	NOD2-RIPK2 inh	MC4R antagonist	ABCB6 inh 2	m5-HT2A agonist
Cc1ccc(C(=O)NCCC(=O)Nc2ccccc2C)cc1	-20	5	-1.7	-4	-1	2	-3	-3	86	-9
O=C(O)CCC(=O)NNC(=O)COc1cccc(Cl)c1	-5	3	-1.6	-5	9	2	-4	0	97	2
COC(=O)[C@@]12C[C@@H](CC(=O)N3CCSCC3)C(=O)N(Cc3ccc4c(c3)OCO4)C1=CCC(C)(C)C2	14	7	·	·	·	·	6	·	·	-3
CC(C)c1ccc(-c2nn(-c3ccccc3)cc2C2C(C#N)=C(N)OC3=C2C(=O)CC(C)(C)C3)cc1 (centres undefined)	-10	-3	-0.7	0	-1	0	3	8	101	1
O=C(O)CCc1ccc(-c2ccc(Br)cc2)n1CC(=O)O	-3	4	-0.7	-2	0	0	2	-2	96	7
COc1ccc(Cc2nnc(SC)[nH]c2=O)cc1	-2	0	4.8	5	2	0	2	8	96	-2
CCNC(=S)/C(=C(/[O-])c1ccc([N+](=O)[O-])cc1)[n+]1ccccc1	12	-4	-1.0	-2	7	1	-1	5	103	-2
COc1ccc(CCNC(=O)c2cc3c(=O)n4ccccc4nc3n(C3CCCCC3)c2=N)cc1	2	3	1.9	-6	-15	-8	-9	9	101	-8
COc1ccc(N2C(=O)CC(Sc3nccc(C)n3)C2=O)cc1 (centres undefined)	-5	-4	-1.7	-16	5	1	6	4	98	-1
COC(=O)[C@]12CCCCC=C1N(Cc1ccco1)C(=O)[C@H](CC(=O)NCc1cccs1)C2	-18	-5	·	·	·	·	-15	·	99	3
O=C(O)/C=C\C(=O)Nc1ccc(N2CCN(c3ccc(F)cc3)CC2)cc1	7	-7	-0.9	1	-2	2	-6	-9	101	5
CN(C(=O)CSc1nnnn1-c1ccccc1)C1CCCCC1	-27	3	-1.9	0	14	-3	-8	5	89	1
CCc1ccccc1NC(=O)CSc1n[nH]c(-c2cccnc2)n1	-10	1	-0.2	6	8	0	-11	22	97	5
CC(C)(C)NC(=O)NC(=O)CN1CCc2ccccc21	-14	-1	-1.3	2	4	1	-8	4	104	-1
CCNC(=S)Nc1cc(C(=O)N2CCCC2)ccc1N1CCCC1	13	5	0.9	5	-5	0	-1	5	85	5
O=C(O)/C=C\C(=O)Nc1ccccc1C#Cc1ccc(Br)cc1	-44	-8	-0.9	-5	0	-6	-3	10	101	-2
CS(=O)(=O)N(Cc1ccccc1Cl)c1ccc(C(=O)N2CCCC2)cc1	9	-5	-1.0	11	7	-1	-2	-2	95	-3

Sorted by the number under NOD2-RIPK2 inh (lowest first): 3 from the list above
smiles,NOD2-RIPK2 inh
COC(=O)[C@]12CCCCC=C1N(Cc1ccco1)C(=O)[C@H](CC(=O)NCc1cccs1)C2,-15
COc1ccc(CCNC(=O)c2cc3c(=O)n4ccccc4nc3n(C3CCCCC3)c2=N)cc1,-9
CCNC(=S)/C(=C(/[O-])c1ccc([N+](=O)[O-])cc1)[n+]1ccccc1,-1

Only part of the results is shown, so the mix of outcomes need not match the whole.
